Assay outcomes as filed in PubChem.
BRCA1 expr up = BRCA1 expression activation. MCF7-BRCA1-FFLuc reporter, luminescence, 48 h; response scale: scaled: vehicle 0%, 10 µM genistein 100%. Potency, µM (top dose mostly 46.1 µM), inactives show at the highest dose activation, hits mostly activators. 1.1% of 380,000 active. AID 624202; also: nearly all actives have a fitted effect of over 80% in size; some results filed as inactive show a strong effect at the top dose
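Cells: MCF7-BRCA1-FFLuc, 2000/well. Exposure: 48 h, 37 °C, 5% CO2. Read: luminescence, 15 min post-substrate. Controls: genistein 10 microM (maximal activation), DMSO (neutral).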
p53 reactivation = restores transcriptional activity of mutant p53. AID 504706. Potency, µM (highest dose often 92.2 µM), inactives show at the highest dose activity change, positive = activation, usual class: activators. H1299 p53-A138V BP100-luciferase reporter, luminescence, 24 h. 0.063% of 320,000 active; also: % of control where 0% means no effect; nearly all actives have a fitted effect of over 45% in size
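p53-null H1299 cells stably carrying temperature-sensitive p53-A138V and a BP100-luciferase reporter were pinned with compounds (4-point, 1:5 series) and held 24 hrs at 37 deg C. Luminescence was read 10 min after detection reagent.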
Rab9 prom act = activators of Rab9 promoter; Potency, µM (highest dose often 9.22 µM), for inactives: top-dose activation, negative = inhibition, hits mostly activators; Huh7 Rab9 promoter-luciferase reporter, luminescence, 24 h; 2.8% of 320,000 active; AID 485297; also: % of control where 0% means no effect; nearly all actives have a fitted effect of over 60% in size
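Huh7 reporter line, Rab9 promoter upstream of luciferase. Compound exposure 24 h at 37 °C in reduced-serum medium with 10% FBS. Read-out: luminescence.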
ELG1 genotox = inducers of genotoxicity in HEK293T ELG1-luciferase cells | AID 504466 | 1.3% of 330,000 active | Potency, µM (top dose mostly 46 µM), without a hit: at the highest dose activity change, positive = activation, usual class: activators | HEK293T ELG1-luciferase reporter, luminescence, 16 h; also: % of control where 0% means no effect; nearly all actives have a fitted effect of over 60% in size
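ELG1-luciferase HEK293T cells, 2,000/well; compound pinned in; 16 hr, 37 °C, 5% CO2; ONE-Glo, 30 min RT; luminescence on CCD imager.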
MBNL1 CUG block = MBNL1-poly(CUG) RNA binding inhibition; TR-FRET MBNL1-His/biotin-(CUG)12 binding, 665/545 ratio; Potency, µM (doses to about 57.5 µM), for the others: at the top dose activity change, negative = inhibition, hits mostly inhibitors; 0.036% of 280,000 active; active = well fitted inhibition curve with a large enough effect in the signal ratio, with a control signal flat, not every such curve was filed as active; inconclusive = small, poorly fitted or top-dose-only effect, or effect the other way, or a change in a side signal; inactive = no such curve, though single readings can be large or run the other way; the % refers to the signal ratio; also: % is scaled to controls: 0 for no effect and ±100 for the full control effect
Target sequence (Q9NR56 whole entry, looked up): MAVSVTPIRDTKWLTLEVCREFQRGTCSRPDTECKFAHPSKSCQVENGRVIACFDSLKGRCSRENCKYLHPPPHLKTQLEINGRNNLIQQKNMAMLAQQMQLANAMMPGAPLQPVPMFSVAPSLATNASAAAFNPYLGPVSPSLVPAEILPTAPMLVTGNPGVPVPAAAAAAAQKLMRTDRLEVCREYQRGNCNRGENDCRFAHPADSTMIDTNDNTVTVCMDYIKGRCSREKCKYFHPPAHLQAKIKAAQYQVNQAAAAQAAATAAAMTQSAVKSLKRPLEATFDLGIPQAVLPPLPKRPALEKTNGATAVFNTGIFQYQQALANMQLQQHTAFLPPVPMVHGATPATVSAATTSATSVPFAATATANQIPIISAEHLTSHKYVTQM
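MBNL1-His + Biotin-(CUG)12, cpd titration 92 nM–58 uM; Tb anti-His Ab 0.055 ng/ul, SA-XL665 5 nM (final); 60 min RT; ratiometric 665/545 nm, Ex 340 nm; normalized to buffer and full-complex controls.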
NPC1 prom act = NPC1 promoter activation; Huh7 NPC1 promoter luciferase reporter, 24 h; Potency, µM (highest dose often 9.22 µM), without a hit: top-dose activation, usual class: activators; 2.4% of 320,000 active;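 also: % of control where 0% means no effect; nearly all actives have a fitted effect of over 60% in size; reporter is driven by a mutant NPC1 promoter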
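In 1536-well qHTS, Huh7 cells harboring an NPC1 promoter–luciferase construct received compound for 24 h; activation was quantified by luminescence following luciferase reagent addition.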
FLuc counter = firefly luciferase modulation, counter-screen for miR-21 project; purified FLuc, Km substrates, luminescence inhibition; AID 588342; 6.9% of 360,000 active; Potency, µM (highest dose often 57.5 µM), for the others: at the top dose activity change, negative = inhibition, hits mostly inhibitors;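 also: plate controls were vehicle for no effect and reference inhibitor for full effect; nearly all actives have a fitted effect of over 55% in size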
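Purified P. pyralis luciferase (10nM final) with 10uM D-luciferin and 10uM ATP (Km levels) in 50mM Tris acetate pH 7.5, 10mM Mg acetate, 0.01% Tween-20, 0.05% BSA; qHTS 6-point titration, ~60 µM downward; luminescence read.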
uPA generation = cell surface uPA generation inhibition | cell surface uPA generation assay, qHTS | Potency, µM (titrated, usually from 38.3 µM), for inactives: at the highest dose activity change, negative = inhibition, most hits filed as inhibitors | AID 540303 | 0.31% of 330,000 active; active = well fitted inhibition curve with a large enough effect; inconclusive = small, poorly fitted or top-dose-only effect; inactive = no such curve, though single readings can be large or run the other way; tested in mouse RAW 264.7 cells; also: % is scaled to controls: 0 for no effect and ±100 for the full control effect; nearly all actives have a fitted effect of over 55% in size
RORg inh = blocks mouse ROR gamma transcriptional activity; P51450; Drosophila S2 Gal4-RORgamma UAS-luciferase reporter, 20 h; Potency, µM (titrated, usually from 53.6 µM), without a hit: at the top dose activity change, negative = inhibition, hits mostly inhibitors; 5.4% of 310,000 active; AID 2551; also: % is scaled to controls: 0 for no effect and ±100 for the full control effect; nearly all actives have a fitted effect of over 60% in size
Target sequence (P51450 whole entry, looked up, the tested form may be a part): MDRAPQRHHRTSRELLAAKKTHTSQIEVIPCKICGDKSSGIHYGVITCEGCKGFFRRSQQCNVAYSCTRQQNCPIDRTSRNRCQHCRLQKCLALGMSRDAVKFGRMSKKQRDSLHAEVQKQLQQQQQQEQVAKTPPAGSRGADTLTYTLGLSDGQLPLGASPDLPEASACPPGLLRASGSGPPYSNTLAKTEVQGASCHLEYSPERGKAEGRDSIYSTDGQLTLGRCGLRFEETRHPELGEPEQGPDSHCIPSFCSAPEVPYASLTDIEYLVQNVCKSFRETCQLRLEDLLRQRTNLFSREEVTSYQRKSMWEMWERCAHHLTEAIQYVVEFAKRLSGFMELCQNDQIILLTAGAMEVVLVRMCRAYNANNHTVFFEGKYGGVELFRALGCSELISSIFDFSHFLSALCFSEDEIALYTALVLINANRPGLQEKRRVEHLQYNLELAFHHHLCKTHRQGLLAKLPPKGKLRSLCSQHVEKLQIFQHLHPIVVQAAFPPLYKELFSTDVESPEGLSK
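Drosophila Schneider cells stably carrying a metallothionein-driven Gal4 DBD–ROR gamma fusion and a UAS-Photinus luciferase reporter were exposed to compound for 1 hr, then induced with copper sulfate (700 uM final) for 20 hr at ambient temperature before luminescence reading.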
Gal4-VP16 FLuc = inhibits Gal4-VP16 luciferase reporter, ROR gamma counter-screen | Drosophila S2 Gal4-VP16 UAS-luciferase, luminescence, 20 h | Potency, µM (doses to about 53.6 µM), inactives show at the top dose activity, negative = inhibition, usual class: inhibitors | 3.5% of 310,000 active;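 also: Gal4-VP16 expression switched on by copper sulfate through the metallothionein promoter; % is scaled to controls: 0 for no effect and ±100 for the full control effect; nearly all actives have a fitted effect of over 50% in size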
Active calls of the source: *; & = joins results of further samples; [ ] = remark or other dose. Unless noted, calls follow the shape of the dose curve; as a rule, active = well fitted curve in the direction sought with a large enough effect; inconclusive = small, poorly fitted or top-dose-only effect, or another doubt; inactive = no such curve, though single readings can be large; an effect the other way counts as inactive or inconclusive. Potency is read from the fitted curve at half-maximal effect.

Screening O=C(c1ccccc1)N1CCC(c2nc(-c3ccc(S(=O)(=O)N4CCOCC4)cc3)no2)CC1 returned BRCA1 expr up -12%, p53 reactivation -7%, Rab9 prom act -7%, ELG1 genotox -6%, MBNL1 CUG block 0%, NPC1 prom act -2%, FLuc counter 1%, uPA generation -8%, RORg inh inconclusive and Gal4-VP16 FLuc inconclusive.
CCCCn1c(SCC(=O)NCCc2ccc(OC)c(OC)c2)nc2c1c(=O)n(C)c(=O)n2C was read as BRCA1 expr up 1%, p53 reactivation -9%, Rab9 prom act 1%, ELG1 genotox -1%, MBNL1 CUG block -5%, NPC1 prom act -1%, FLuc counter 1%, uPA generation 9%, RORg inh 4% and Gal4-VP16 FLuc 18%.
For COCCNC(=O)COC(=O)c1cc(-c2ccc(OC)cc2)nc2ccccc12 the results were BRCA1 expr up 0%, p53 reactivation -2%, Rab9 prom act 14%, ELG1 genotox 2%, MBNL1 CUG block inconclusive, NPC1 prom act 13%, FLuc counter 11µM*, uPA generation -5%, RORg inh -7% and Gal4-VP16 FLuc 3%.
Screening O=C(CSc1n[nH]c(=O)n1Cc1ccco1)N1CCOCC1 returned BRCA1 expr up -6%, p53 reactivation -1%, Rab9 prom act -10%, ELG1 genotox 0%, MBNL1 CUG block -17%, NPC1 prom act 0%, FLuc counter 0%, uPA generation 3%, RORg inh 5% and Gal4-VP16 FLuc -5%.
`O=C(O)c1ccc2c(c1Nc1ccccc1)C(=O)c1ccccc1C2=O` gave BRCA1 expr up -30%, p53 reactivation 1%, Rab9 prom act -12%, ELG1 genotox -4%, MBNL1 CUG block inconclusive, NPC1 prom act -2%, FLuc counter inconclusive, uPA generation -4%, RORg inh 12% and Gal4-VP16 FLuc -7%.
O=C(CSc1nnnn1C1CCCCC1)NCc1ccc2c(c1)OCO2 was read as BRCA1 expr up 0%, p53 reactivation 4%, Rab9 prom act 2%, ELG1 genotox 1%, MBNL1 CUG block 3%, NPC1 prom act 12%, FLuc counter 0%, uPA generation 7%, RORg inh 5% and Gal4-VP16 FLuc -3%.
For O=C(CSc1nc(-c2ccco2)cc(C(F)(F)F)n1)Nc1ccc(C(=O)N2CCOCC2)cc1 the results were BRCA1 expr up -13%, p53 reactivation -20%, Rab9 prom act -3%, ELG1 genotox -2%, MBNL1 CUG block 15%, NPC1 prom act -4%, FLuc counter -1%, uPA generation 0%, RORg inh 27% and Gal4-VP16 FLuc 0%.
`Cc1ccc(NC(=O)c2cc3ccccc3o2)cc1Cl` gave BRCA1 expr up 32%, p53 reactivation -13%, Rab9 prom act 3.2µM*, ELG1 genotox inconclusive, MBNL1 CUG block 73%[activator], NPC1 prom act 4µM*, FLuc counter 3.4µM*, uPA generation -3%, RORg inh -8% and Gal4-VP16 FLuc -15%.
Screening CCc1ccccc1N(CC)C(=O)C1CCN(c2ncnc3c2nc2n3CCCCC2)CC1 returned BRCA1 expr up -31%, p53 reactivation 0%, Rab9 prom act -7%, ELG1 genotox -12%, MBNL1 CUG block -3%, NPC1 prom act -11%, FLuc counter 0%&-1%, uPA generation inconclusive, RORg inh -21% and Gal4-VP16 FLuc -4%.
Screening COc1ccc2c(c1)c(C(=O)CN1CCOCC1)c(C)n2C returned BRCA1 expr up 10%, p53 reactivation 6%, Rab9 prom act 2%, ELG1 genotox 0%, MBNL1 CUG block 2%, NPC1 prom act -2%, FLuc counter 0%, uPA generation 3%, RORg inh -12% and Gal4-VP16 FLuc 2%.
For COc1ccc(-c2onc3ccc(Br)cc23)cc1 the results were BRCA1 expr up 22%, p53 reactivation 21%, Rab9 prom act -1%, ELG1 genotox -3%, MBNL1 CUG block 28%, NPC1 prom act -5%, FLuc counter inconclusive, uPA generation 10%, RORg inh 13% and Gal4-VP16 FLuc 21%.
Screening CCC1(CC)NC(=O)N(Cc2nc3ccccc3s2)C1=O returned BRCA1 expr up 12%, p53 reactivation -3%, Rab9 prom act 19%, ELG1 genotox 1%, MBNL1 CUG block -2%, NPC1 prom act 0%, FLuc counter 2%, uPA generation 6%, RORg inh 37% and Gal4-VP16 FLuc 3.5µM*.

The closing 2 entries of the part before come first, to join the parts.
For COc1ccc(-c2onc3ccc(Br)cc23)cc1 the results were BRCA1 expr up 22%, p53 reactivation 21%, Rab9 prom act -1%, ELG1 genotox -3%, MBNL1 CUG block 28%, NPC1 prom act -5%, FLuc counter inconclusive, uPA generation 10%, RORg inh 13% and Gal4-VP16 FLuc 21%.
Screening CCC1(CC)NC(=O)N(Cc2nc3ccccc3s2)C1=O returned BRCA1 expr up 12%, p53 reactivation -3%, Rab9 prom act 19%, ELG1 genotox 1%, MBNL1 CUG block -2%, NPC1 prom act 0%, FLuc counter 2%, uPA generation 6%, RORg inh 37% and Gal4-VP16 FLuc 3.5µM*.
Screening O=C(CNC(=O)[C@@H]1Cc2ccccc2CN1)NCc1ccco1 returned BRCA1 expr up 2%, p53 reactivation 5%, Rab9 prom act 2%, ELG1 genotox -1%, MBNL1 CUG block -4%, NPC1 prom act -4%, FLuc counter -2%, uPA generation -15%, RORg inh 2% and Gal4-VP16 FLuc -6%.
For COc1cc(NC(=S)N(C)CCC#N)c(OC)cc1Cl the results were BRCA1 expr up -8%, p53 reactivation -1%, Rab9 prom act 0%, ELG1 genotox 0%, MBNL1 CUG block 2%, NPC1 prom act 0%, FLuc counter 0%, uPA generation -3%, RORg inh 20% and Gal4-VP16 FLuc 3%.
`Nc1ccc(S(=O)(=O)Nc2ccc(S(N)(=O)=O)cc2)cc1` gave BRCA1 expr up -6%, p53 reactivation -1%, Rab9 prom act -2%, ELG1 genotox -3%, MBNL1 CUG block -4%, NPC1 prom act -2%, FLuc counter 3%, uPA generation 2%, RORg inh -7% and Gal4-VP16 FLuc 8%.
Screening COc1ccc(NC(=O)NCCCCc2ccccc2)cc1OC returned BRCA1 expr up -15%, p53 reactivation -8%, Rab9 prom act -2%, ELG1 genotox -5%, MBNL1 CUG block 5%, NPC1 prom act 2%, FLuc counter -10%, uPA generation 2%, RORg inh 5% and Gal4-VP16 FLuc -3%.
Screening O=C(COC(=O)c1ccc(F)cc1)NCC1CCCCC1 returned BRCA1 expr up -5%, p53 reactivation 4%, ELG1 genotox 5% and uPA generation 12%.
Screening COc1ccc(C(=O)Nc2ccccc2)cc1S(=O)(=O)Nc1cc(C)on1 returned BRCA1 expr up 9%, p53 reactivation 1%, Rab9 prom act -3%, ELG1 genotox 0%, MBNL1 CUG block -11%, NPC1 prom act 0%, FLuc counter -14%, uPA generation 3%, RORg inh -27% and Gal4-VP16 FLuc 6%.
`O=C(NCCO)C(=O)NCC(c1ccc2c(c1)OCO2)N1CCN(c2ccc(F)cc2)CC1` (stereo not given) gave BRCA1 expr up 5%, p53 reactivation 1%, Rab9 prom act -8%, ELG1 genotox 0%, MBNL1 CUG block -2%, NPC1 prom act -1%, FLuc counter 1%, uPA generation -4%, RORg inh 2% and Gal4-VP16 FLuc 3%.
CC(C)n1c(NCc2c[nH]c3ccccc23)nc2ccccc21 was read as BRCA1 expr up -20%, p53 reactivation -1%, Rab9 prom act 1%, ELG1 genotox -2%, MBNL1 CUG block -3%, NPC1 prom act -3%, FLuc counter inconclusive, uPA generation 6%, RORg inh -14% and Gal4-VP16 FLuc -1%.
`Cc1ccc(NC(=O)CSc2n[nH]c(-c3ccncc3)n2)cc1C` gave BRCA1 expr up -5%, p53 reactivation 6%, Rab9 prom act 2%, ELG1 genotox 1%, MBNL1 CUG block inconclusive, NPC1 prom act -2%, FLuc counter inconclusive, uPA generation 12% and RORg inh -19%[0.365 µM].
Screening O=C(O)CC(=O)Nc1ccc(Oc2ccc(C(F)(F)F)cn2)c(Cl)c1 returned BRCA1 expr up -20%, p53 reactivation 2%, Rab9 prom act -5%, ELG1 genotox 2%, MBNL1 CUG block -1%, NPC1 prom act -13%, FLuc counter inconclusive, uPA generation -1%, RORg inh 17% and Gal4-VP16 FLuc -3%.
Screening Cc1cccc(C(=O)NNC(=O)CCn2nnc3ccccc32)c1 returned BRCA1 expr up -4%, p53 reactivation 1%, Rab9 prom act -3%, ELG1 genotox 5%, MBNL1 CUG block -5%, NPC1 prom act -4%, FLuc counter -1%, uPA generation 1%, RORg inh 11% and Gal4-VP16 FLuc 5%.
Screening C=CCNc1oc(-c2cccs2)nc1S(=O)(=O)c1ccccc1 returned BRCA1 expr up 17%, p53 reactivation 7%, Rab9 prom act -1%, ELG1 genotox -5%, MBNL1 CUG block 11%, NPC1 prom act -1%, FLuc counter -1%, uPA generation -5%, RORg inh inconclusive and Gal4-VP16 FLuc 0%.
Screening CN(C)S(=O)(=O)c1cccc(COC(=O)CNC(=O)c2ccc(Br)o2)c1 returned BRCA1 expr up 18%, p53 reactivation -2%, Rab9 prom act 2%, ELG1 genotox 3%, NPC1 prom act -1%, FLuc counter -1% and uPA generation 8%.
O=S(=O)(Nc1cccc(-n2cnnn2)c1)c1ccc(F)cc1 was read as BRCA1 expr up -20%, p53 reactivation 3%, Rab9 prom act 0%, ELG1 genotox -1%, NPC1 prom act -3%, FLuc counter 6% and uPA generation -4%.
COc1ccc(N(Cc2cc3ccccc3[nH]c2=O)C(=O)C2CCCO2)cc1 (stereo not given) was read as BRCA1 expr up -42%, p53 reactivation 3%, Rab9 prom act -1%, ELG1 genotox -3%, MBNL1 CUG block 1%, NPC1 prom act -1%, FLuc counter 1%, uPA generation -1%, RORg inh 22% and Gal4-VP16 FLuc -4%.
